Compound activity: PubChem BioAssay, National Center for Advancing Translational Sciences (NCATS)
PI5P4Ka inh – PI5P4K alpha (human) kinase inhibition. max response, %. 330,000 compounds, 1.2% hits. PI5P4Kalpha enzyme, ADP-Glo luminescence, 60 min; hits give low values. P48426; active means max response of -50% or lower; inconclusive means between -30% and -50%; inactive means -30% or higher; further: value at the top dose of about 77 µM; on the % scale 0 is the no-effect control and ±100 the full control effect
Target sequence (P48426 whole entry, looked up): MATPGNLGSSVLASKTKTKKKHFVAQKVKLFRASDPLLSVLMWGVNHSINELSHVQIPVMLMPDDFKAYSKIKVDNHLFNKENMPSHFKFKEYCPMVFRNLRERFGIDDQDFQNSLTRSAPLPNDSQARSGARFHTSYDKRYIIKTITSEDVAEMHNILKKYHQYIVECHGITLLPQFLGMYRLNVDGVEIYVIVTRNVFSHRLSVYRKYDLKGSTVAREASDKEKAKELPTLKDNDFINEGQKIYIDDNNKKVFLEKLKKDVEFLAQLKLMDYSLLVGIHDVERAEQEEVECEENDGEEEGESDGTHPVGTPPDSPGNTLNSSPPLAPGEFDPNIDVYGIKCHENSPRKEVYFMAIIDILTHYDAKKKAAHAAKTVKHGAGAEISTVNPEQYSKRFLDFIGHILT
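Controls without substrate or without enzyme flank wells where PI5P4Kalpha converts substrate using 5 microM ATP (final). Incubation lasts 60 minutes at room temperature; ADP formed is read by ADP-Glo luminescence.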
FUS yeast rescue – rescues growth of FUS-expressing yeast; S. cerevisiae FUS-expressing, growth rescue, OD600, 24 h; 390,000 compounds, 0.24% hits; Potency, µM (series often up to 76.6 µM), for inactives: at the top dose growth rescue (activation), hits mostly activators;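 further: potency means the concentration at half of the fitted maximal effect; plate controls were DMSO vehicle for no effect and reference control for full effect; nearly all actives have a fitted effect of over 55% in size; some results filed as inactive show a strong effect at the top dose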
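Quantitative HTS measuring growth restoration of FUS-toxic yeast. Galactose-induced cells (OD 0.005) were exposed 24hr at 30C to compounds at several concentrations, then absorbance at 600 nm was recorded.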
EPAC1 agonist – EPAC1 (human) agonism; O95398; EPAC1 agonist qHTS, biochemical assay; response scale: 100% = response to 6.5 mM cAMP; Potency, µM (series often up to 154 µM), for inactives: at the highest dose activation, hits mostly activators; 360,000 compounds, 0.073% hits; further: potency means the concentration at half of the fitted maximal effect; nearly all actives have a fitted effect of over 60% in size
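Normalized to 6.5 mM cAMP, activity reflects EPAC1-catalysed release of BODIPY-GDP from Rap1B, followed kinetically over 30 min at 480 nm excitation, 540 nm emission. Reaction contained 100 nM EPAC1, 250 nM Rap1B-BODIPY-GDP, 50 uM GDP.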
aSyn yeast inh – inhibitors of alpha-synuclein toxicity in yeast; Potency, µM (top dose mostly 46.1 µM), for inactives: at the top dose growth rescue (activation), most hits filed as activators; 370,000 compounds, 0.14% hits; Yeast expressing alpha-synuclein, growth rescue, BacTiter-Glo, 24 h; AID 652106; further: potency means the concentration at half of the fitted maximal effect; % of control where 0% means no effect; nearly all actives have a fitted effect of over 65% in size
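Readout is rescue of growth in alpha-synuclein-expressing yeast, so inhibitors of toxicity appear as activators. Growth after 24 hr at 30 deg C in galactose medium is quantified by luminescence.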
WRN inhibitor – inhibitors of human WRN helicase; Q14191; WRN helicase unwinding, fluorescent forked duplex, kinetic; Potency, µM (doses to about 114 µM), without a hit: at the highest dose activity change, negative = inhibition, hits mostly inhibitors; 360,000 compounds, 0.46% hits; further: potency means the concentration at half of the fitted maximal effect; on the % scale 0 is the no-effect control and ±100 the full control effect; nearly all actives have a fitted effect of over 55% in size
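WRN at 20 nM final preincubated with compound 15 min at room temperature; reaction started with 100 nM fluorophore/quencher forked duplex oligonucleotide and 2 mM ATP final. Unwinding followed kinetically by red fluorescence (ex 525, em 598 nm).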
IL-2 act – activators of IL-2. 360,000 compounds, 0.065% hits. activation, % (series mostly up to about 46 µM). IL-2 activation reporter assay, cell-based qHTS; stimulated with anti-CD3/CD4/CD28 beads; in transgenic mouse T cells; in the data active means activation above about 50%; inconclusive means mostly about 30% to 49%; further: 0% is about no effect
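Screening format: compound pinned onto unstimulated transgenic mouse T cells, 60 min incubation, then anti-CD3/anti-CD4/anti-CD28 bead stimulation for 18 hours at 37 degrees C, followed by EGFP and DsRed detection.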
EPAC1 antagonist – EPAC1 (human) antagonism | O95398 | 360,000 compounds, 0.14% hits | AID 720709 | Potency, µM (series often up to 115 µM), inactives show at the top dose activity change, negative = inhibition, hits mostly inhibitors | EPAC1 GEF assay, Rap1b-BODIPY-GDP exchange fluorescence;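 further: potency means the concentration at half of the fitted maximal effect; plate controls were vehicle for no effect and positive control for full effect; nearly all actives have a fitted effect of over 50% in size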
Abeta yeast res – restores growth of yeast expressing A-beta42 peptide; Potency, µM (doses to about 46.1 µM), for inactives: at the highest dose growth rescue, most hits filed as activators; 410,000 compounds, 0.063% hits; AID 1347071; yeast expressing A-beta42, growth rescue, OD600, 48 h; response scale: 0% DMSO, 100% iron-clioquinol control; further: potency means the concentration at half of the fitted maximal effect; nearly all actives have a fitted effect of over 55% in size
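Growth rescue measured by 600 nm absorbance after 48 h yeast culture at 30 C with compound. Values normalized between DMSO and an equimolar ferric chloride plus clioquinol control.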
PLK1 PBD block – blocks phosphopeptide binding to human PLK1 polo-box domain; Potency, µM, inactives show max response, negative = inhibition, most hits filed as inhibitors; 360,000 compounds, 2.8% hits; P53350; Plk1 PBD binding of FITC phosphopeptide, fluorescence polarization; further: potency means the concentration at half of the fitted maximal effect; series mostly up to about 57 µM; on the % scale 0 is the no-effect control and ±100 the full control effect; nearly all actives have a fitted effect of over 65% in size
Target sequence (P53350 whole entry, looked up, the tested form may be a part): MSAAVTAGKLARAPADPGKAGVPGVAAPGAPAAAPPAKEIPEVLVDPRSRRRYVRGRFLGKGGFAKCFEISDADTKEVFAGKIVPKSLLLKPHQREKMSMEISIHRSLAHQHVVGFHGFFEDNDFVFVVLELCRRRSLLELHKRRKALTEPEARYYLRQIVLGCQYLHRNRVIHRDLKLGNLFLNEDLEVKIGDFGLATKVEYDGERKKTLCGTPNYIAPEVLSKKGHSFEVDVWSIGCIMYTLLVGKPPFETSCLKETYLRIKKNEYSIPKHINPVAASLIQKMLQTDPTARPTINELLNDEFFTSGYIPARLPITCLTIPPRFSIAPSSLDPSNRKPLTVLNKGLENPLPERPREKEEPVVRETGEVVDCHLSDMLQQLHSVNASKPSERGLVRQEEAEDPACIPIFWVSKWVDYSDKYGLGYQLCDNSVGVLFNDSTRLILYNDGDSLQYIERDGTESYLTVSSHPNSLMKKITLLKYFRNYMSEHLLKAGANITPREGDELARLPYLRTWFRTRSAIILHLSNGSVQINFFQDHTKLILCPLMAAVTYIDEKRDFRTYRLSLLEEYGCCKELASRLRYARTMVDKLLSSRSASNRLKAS
An asterisk follows results filed as active; ? = inconclusive; nt = no result given; & = joins results of further samples; [ ] = another dose, or the depositor's remark. Unless noted, the call rests on the fitted dose curve; in most records, active means well fitted curve in the direction sought with a large enough effect; inconclusive means small, poorly fitted or top-dose-only effect, or another doubt; inactive means no such curve, though single readings can be large; an effect the other way counts as inactive or inconclusive.

SMILES	PI5P4Ka inh	FUS yeast rescue	EPAC1 agonist	aSyn yeast inh	WRN inhibitor	IL-2 act	EPAC1 antagonist	Abeta yeast res	PLK1 PBD block
CCC(Oc1ccccc1)C(=O)NCc1ccc(S(N)(=O)=O)cc1 (stereo not drawn)	8	nt	-5%	1%	-2%	-0.2	6%	9%	3%
OCCC1CN(Cc2cnc(-c3ccccc3)s2)CCN1C1CCCCC1 (stereo not drawn)	-5	14%	-5%	2%	14%	-1.2	-23%	1%	?
COC(=O)c1ccc(CNC(=O)COC(=O)Cc2ccsc2)cc1	3	7%	5%	-1%	6%	-0.3	-2%	-14%	-22%
Cc1c(CC(=O)O)c(=O)oc2cc(OCc3ccc(Cl)cc3)ccc12	-1	1%	-8%	3%	2%	-2.0	0%	3%	-2%
CCCn1cnc2cc(NCc3ccc(Br)cc3)ccc21	-4	12%	2%	14%	12%	3.6	-3%	-2%	-8%
O=C(COC(=O)c1c2c(nc3ccccc13)CCN(Cc1ccccc1)C2)Nc1c(F)cccc1F	4	23%	-6%	1%	-9%[57.1 µM]	0.4	8%	20%	9%
O=C(CN(C(=O)c1csnn1)c1cccc2ccccc12)NCc1ccc(F)cc1	-12	-12%	-4%	-1%	7%[57.1 µM]	-0.3	-23%	-12%	-12%
COc1ccc(C(=O)CSc2nccn2C)cc1	-13	29%	1%	-2%	-33%	-3.6	0%	-5%	-16%
CN(C)S(=O)(=O)c1ccc(N2CCCC2)c(C(=O)Nc2nc(-c3ccc(F)cc3)cs2)c1	3	nt	-1%	-3%	-7%	0.9	-11%	32%	0%
COc1ccc2nc(NC(=O)CCNC(=O)c3ccccc3Cl)sc2c1	-1	-20%	3%	-5%	1%	6.6	3%	-11%	2%
COC(=O)Cc1ccc(NC(=O)c2cccs2)cc1	0	10%	-1%	-22%	11%	-2.0	0%	-11%	-4%
CC(C)Oc1ccc(CNC(=O)CCC(=O)N2CC(C)Sc3ccccc32)cc1 (stereo not drawn)	3	31%	0%	1%	-2%	-1.1	-26%	2%	?
O=C1CN(C(=O)COc2ccc(Cl)cc2Cl)c2ccccc2N1	6	0%	0%	0%	-10%	-2.1	-19%	0%	-2%
COc1ccccc1N1CCN(CC(O)COc2ccc(S(=O)(=O)N3CCOCC3)cc2)CC1 (stereo not drawn)	nt	4%	5%	-5%	-11%	-2.3	2%	11%	-11%
CC1CN(c2nnc(NC(=O)c3ccccc3)s2)CC(C)O1 (stereo not drawn)	0	-1%	6%	1%	-8%	0.9	?	-5%	-3%
C/C(N)=C(/C#N)C(=O)CSc1nnc(-c2ccccc2Br)o1	0	-1%	8%	-1%	-14%	0.4	-5%	11%	-8%
CCOC(=O)CC(=O)COc1nc2cc3c(nc2o1)CCCC3	-15	29%	1%	4%	-13%	-0.4	-1%	-1%	-11%
COCC(=O)N(Cc1nc2ccccc2c(=O)[nH]1)Cc1cccs1	-6	6%	7%	1%	4%	-0.4	5%	-5%	?
CC(=O)C[C@@H](O)CC(=O)[C@@H]1OC(=O)[C@H](C)C/C=C\Cc2ccccc21	-3	-11%	-1%	-2%	-2%	0.5	-8%	-12%	-12%
CN(C)c1ccc(C(C(=O)NCC2CCCO2)N(C(=O)c2snc(C(N)=O)c2N)c2ccc3c(c2)OCO3)cc1 (stereo not drawn)	-17	24%	5%	0%	7%	1.4	-10%	7%	-7%
NC(=O)NC(Cc1ccccc1)C(=O)Nc1ccc(S(N)(=O)=O)cc1 (stereo not drawn)	-3	12%	1%	-6%	-6%	-0.1	10%	7%	0%
Cc1cccc(N2CCN(C(=O)c3ccc4nccnc4c3)CC2C)c1 (stereo not drawn)	-5	-3%	1%	8%	12%	-0.4	5%	15%	3%
COCC(C)NC(=O)CSc1ncnc2sc(-c3ccccc3)cc12 (stereo not drawn)	-4	20%	-5%	9%	-1%	-0.6	-6%	-6%	-9%
COc1cccc(-n2c(-c3cccc(S(=O)(=O)N(C)C)c3)n[nH]c2=S)c1	-9	6%	-8%	0%	-5%	-0.4	2%	-13%	5%
Cc1ccc(NC(=O)C2CCN(S(=O)(=O)c3c(C)noc3C)CC2)cc1C	0	27%&-9%	9%	2%	4%	-0.3	-15%	13%&-2%	-19%
CC1CC(C#N)N(N(C)C)C1=C(C#N)C#N (stereo not drawn)	-10	17%	8%	-3%	1%	-4.2	-1%	-2%	-2%
CCC(C)n1c(SCC(=O)NC(=O)Nc2ccc3c(c2)OCCO3)nc2ccccc2c1=O (stereo not drawn)	nt	1%	21%	-6%	-13%	0.6	-8%	14%	-1%
COCCNC(=O)c1c[nH]c2ccc(S(=O)(=O)N3CCc4ccccc43)cc2c1=O	5	-6%	1%	0%	-2%	1.4	-8%	-2%	-2%
CCOC(=O)C1CCN(c2c(NC3CCCc4ccccc43)c(=O)c2=O)CC1 (stereo not drawn)	3	11%	-1%	-3%	-2%	-3.3	-10%	2%	-11%
CCc1cc(=O)oc2cc(C)cc(OCC(=O)NCCCn3ccnc3)c12	3	23%	-4%	-4%	-5%	-3.5	5%	-15%	-10%
O=C(Cn1nnc2ccccc2c1=O)Nc1cccc(S(=O)(=O)N2CCOCC2)c1	-6	16%	0%	2%	-11%	-0.7	-14%	15%	2%
COc1ccc(Cc2nnc(NC(=O)c3ccc(OC)c(OC)c3)s2)cc1	18	37%	0%	-3%	5%[57.1 µM]	-3.4	-19%	4%	-9%
COc1ccc(NC(=O)COC(=O)[C@@H]2CCCN2C(=O)c2cccs2)cc1	0	16%	1%	4%	4%	0.2	4%	-4%	-2%
COCCCNCCCCSc1ccc(Cl)cc1	-9	11%	-4%	1%	-5%	-5.3	1%	-14%	-3%
O=C(CNC(=O)N1CC(=O)Nc2ccccc21)NCc1ccc(F)cc1	8	-1%	2%	0%	0%	0.2	6%	9%	71%[activator]
O=C(OCC(=O)N1CCc2ccccc2C1)c1c(F)cccc1Cl	-3	-3%	2%	14%	0%	-0.8	-2%	-11%	3%
C=CC[C@@H](CC(=O)N[C@@H](CO)Cc1ccccc1)C(=O)N[C@@H](COC(=O)[C@@H](CC=C)Cc1ccc(F)cc1)Cc1ccccc1	3	30%	-23%	2%	-2%	0.1	-15%	10%	6%
COCCCN(C(=O)CSCc1ccc(C)cc1)c1c(N)n(Cc2ccccc2)c(=O)[nH]c1=O	-4	26%	3%	0%	-7%	-0.5	-4%	14%	-6%
O=C(O)/C=C/C(=O)Nc1cccc2cccnc12	-3	-2%	-7%	-1%&2%	1%	-2.8	-7%	0%	3%
COc1ccc(CN2CCN(CCC(C)C)C(CCO)C2)cc1Cn1cccn1 (stereo not drawn)	2	-18%	11%	-11%	1%	-0.5	17%	9%	-4%
O=C(NCC(=O)N(Cc1ccco1)C(C(=O)NC1CCCC1)c1ccncc1)c1cccs1 (stereo not drawn)	8	10%	0%	0%	-1%	-1.0	-9%	1%	-15%
O=C(Nc1ccon1)Nc1ccc(Cl)cc1Cl	18	-16%	0%	-11%	7%	-1.9	2%	0%	-10%
CCc1ccccc1-n1c(SCC(=O)NC)nnc1-c1cccnc1	nt	23%	-7%	3%	-13%	-0.6	18%	8%	-1%
CC(C)(C)c1ccc(C(=O)OCC(=O)Nc2cccc(S(=O)(=O)NC3=NCCC3)c2)cc1	2	38%	12%	5%	-10%	-1.1	-11%	0%	-6%
O=C(Cn1cnc2ccccc2c1=O)Nc1nnc(SCc2ccccc2)s1	nt	?	2%	4%	-24%	-2.4	-5%	-1%	-2%
Cc1cccc(C(=O)NCC(=O)OCc2nc(N)nc(Nc3ccccc3C)n2)c1	5	3%	2%	0%	-7%	0.1	-4%	5%	3%
Cc1cccc(Nc2nnc(SCC(=O)NCc3cccs3)s2)c1C	0	nt	-14%	-8%	-18%	3.0	-29%	25%	-8%
CCOc1ccccc1OCCCC(=O)N(CC)CC(=O)Nc1c(F)cccc1F	0	4%	-8%	3%	9%	0.0	15%	3%	-1%
CC(=O)c1ccc(NC(=O)COC(=O)CCC(=O)c2cccs2)cc1	-7	nt	-5%	4%	7%	-2.0	12%	2%	1%
CCOc1ccc(S(=O)(=O)N2CCN(c3ncccn3)CC2)cc1	-9	-25%	-6%	1%	13%	-4.3	-2%	-4%	1%
COc1cc(NS(=O)(=O)c2cccc3nsnc23)cc(OC)c1	nt	29%	14%	4%	-10%	-2.0	-7%	22%	-10%
OC[C@@H]1CN(Cc2ccccc2)C[C@H](n2cnc3c(NCc4ccco4)ncnc32)O1	3	-4%	4%	-3%	8%	0.3	17%	5%	-14%
COc1ccc(NC2CCCN(C(=O)Cn3ccc(C)n3)C2)cc1OC (stereo not drawn)	7	nt	9%	-4%	-19%	-1.9	-2%	0%	-12%
C=CCn1c(=O)c(C(=O)NCCN(CC)CC)c(O)c2ccccc21	1	?	-4%	10%	-9%	-3.6	3%	-1%	-5%
Cc1occc1C(=O)Nc1cccc(Cn2cccn2)c1	nt	38%	12%	7%	-8%	-0.1	-12%	-4%	-14%

Random draw from the library. Share with any hit: about 4.1%.
